# HGIII-sPLA2 inh: Inhibits HGIII-sPLA2 liposome hydrolysis, primary screen | QFRET BODIPY PC-A2 liposome hydrolysis, fluorescence | inhibition, % at 12.2 µM | 370,000 tested, 0.56% active;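 active = inhibition above mean plus 3 SD of compounds lying within the high and low control bounds, cut at about 19% in these data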;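 also: 0% = median of test compound wells and 100% = no enzyme DMSO wells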
# Target sequence (Q9NZ20 whole entry, looked up): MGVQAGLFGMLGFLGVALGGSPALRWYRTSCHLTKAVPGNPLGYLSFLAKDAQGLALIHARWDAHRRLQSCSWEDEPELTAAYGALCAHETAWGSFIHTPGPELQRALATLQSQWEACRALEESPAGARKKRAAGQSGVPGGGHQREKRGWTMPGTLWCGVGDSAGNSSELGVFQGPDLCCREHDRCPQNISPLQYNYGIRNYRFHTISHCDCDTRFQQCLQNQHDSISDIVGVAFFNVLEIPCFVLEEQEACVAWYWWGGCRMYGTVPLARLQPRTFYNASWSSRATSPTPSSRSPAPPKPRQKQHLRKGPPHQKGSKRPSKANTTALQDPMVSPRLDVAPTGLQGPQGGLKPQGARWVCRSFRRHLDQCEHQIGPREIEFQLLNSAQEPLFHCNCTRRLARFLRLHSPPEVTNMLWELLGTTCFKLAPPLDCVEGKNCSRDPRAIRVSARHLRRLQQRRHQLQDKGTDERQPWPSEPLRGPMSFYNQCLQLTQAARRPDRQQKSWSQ
# GC-B act: GC-B (human) receptor activation; activation, % at 10 µM; HEK293-GC-B cells, CNP EC30, cGMP TR-FRET; 0% at EC30 CNP, 100% saturating CNP; P20594; 370,000 tested, 0.11% active;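 active = activation at 10 µM reaching about 35% in either raw or pattern-adjusted values, limit read from the data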
# GC-A act: GC-A (human) enzyme activation. activation, % at 10 µM. AID 1671463. HEK293 GC-A cells, cGMP TR-FRET, EC30 ANP; 0% at EC30 ANP, 100% saturating ANP. 370,000 tested, 0.14% active. P16066; in the data active = activation above about 40%
# DAX1 inh-1: inhibitors of human orphan nuclear receptor DAX1 (NR0B1). P51843. HEK293 Gal4-DAX1 luciferase reporter, luminescence. inhibition, % at 6.75 µM. 340,000 tested, 0.99% active. AID 504766;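 active = inhibition above the mean over all tested compounds plus 3 SD, cut at about 4.2% in these data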;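 also: 0% = DAX1-transfected cells with DMSO and 100% = empty-vector control cells with DMSO; inhibition shows as a rise in luminescence from relieved DAX1 repression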
# SMARCA2 act: SMARCA2 function activation, primary screen | MG213 cells, MMTV-luciferase reporter, dexamethasone, overnight | activation, % at 9.1 µM | 370,000 tested, 1% active; in the data active = activation above about 7.8%;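 also: 0% = vehicle wells and 100% = reference activator wells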
# hcDAF12 agonist: H. contortus DAF-12 activation, primary screen | HEK293 hcDAF-12 lit1-tk-luc reporter, luminescence; 0% DMSO, 100% Δ7-dafachronic acid | activation, % at 6.8 µM | 370,000 tested, 1.4% active;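 active = activation above the mean of all tested compounds plus 3 SD, cut at about 5.5% in these data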;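 also: 100% = response to 3 µM Δ7-dafachronic acid high control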
# hgDAF12 agonist: agonists of H. glycines DAF-12 nuclear receptor. HEK293 GAL4-hgDAF12 UAS-luciferase reporter, agonist luminescence; normalized to butyrate control. activation, % at 6.8 µM. 370,000 tested, 1.8% active;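 active = activation above a cutoff set at the mean of all screened compounds plus 3 SD, cut at about 10% in these data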;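 also: 0% = DMSO wells and 100% = sodium butyrate wells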
# ADAM10 inh: inhibits human ADAM10; inhibition, % at 7 µM; recombinant ADAM10, EDANS/DABCYL FRET peptide cleavage, 3 h; 370,000 tested, 0.62% active; O14672;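 active = inhibition above a per-campaign cutoff equal to the mean of compounds falling between control-based bounds plus 3 SD, cut at about 20% in these data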;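 also: 0% = DMSO wells while the 100% control is not disclosed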
# Target sequence (O14672 214-748 limits assumed): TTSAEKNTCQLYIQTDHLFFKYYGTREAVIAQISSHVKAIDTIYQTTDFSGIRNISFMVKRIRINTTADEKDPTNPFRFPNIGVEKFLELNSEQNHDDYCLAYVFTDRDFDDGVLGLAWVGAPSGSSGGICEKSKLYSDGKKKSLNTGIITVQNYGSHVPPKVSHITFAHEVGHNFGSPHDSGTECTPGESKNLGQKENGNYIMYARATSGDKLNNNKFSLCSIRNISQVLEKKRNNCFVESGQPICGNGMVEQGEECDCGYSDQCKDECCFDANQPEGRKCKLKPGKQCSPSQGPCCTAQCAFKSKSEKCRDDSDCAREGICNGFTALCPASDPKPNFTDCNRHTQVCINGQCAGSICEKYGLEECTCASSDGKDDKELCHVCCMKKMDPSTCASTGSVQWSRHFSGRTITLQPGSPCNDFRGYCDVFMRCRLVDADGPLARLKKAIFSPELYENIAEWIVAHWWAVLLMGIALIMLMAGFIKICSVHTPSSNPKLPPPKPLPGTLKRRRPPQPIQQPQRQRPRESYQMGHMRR
# ssDAF12 agonist: S. stercoralis DAF-12 activation, primary screen; HEK293 ssDAF-12/GRIP1 lit1-tk-luc reporter, luminescence; % of 3 µM dafachronic acid response; activation, % at 6.8 µM; 370,000 tested, 1% active; AID 652126;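 active = activation above the mean over all tested compounds plus 3 SD, cut at about 0.9% in these data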;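 also: 0% = DMSO-only wells and 100% = 3 µM delta7-dafachronic acid wells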
# GAA850 FXN act: frataxin GAA850 promoter activation; HEK293 lucGAA850 FXN promoter luciferase reporter, 24 h; percent of 10 µM SAHA response; activation, % at 6 µM; 360,000 tested, 0.56% active; AID 540364;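 active = activation above the average of all compounds screened plus 3 SD, cutoff fixed separately per campaign, cut at about 7.5% in these data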;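 also: 0% = DMSO wells and 100% = 10 µM SAHA wells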
# DAX1 inh-2: DAX1 (NR0B1) inhibition, primary screen | HEK293T StAR-luciferase reporter, SF-1/DAX-1 repression relief | inhibition, % at 6.8 µM | 370,000 tested, 1.1% active | AID 652010;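 active = inhibition above the mean over all tested compounds plus 3 SD, cut at about 3.6% in these data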;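 also: 0% = DAX-1 cells with DMSO and 100% = cells lacking DAX-1 with DMSO; higher inhibition means more luminescence from relief of DAX-1 repression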
# Numbers without * were called inactive; i = inactive; x = not tested or not shown.
SMILES,HGIII-sPLA2 inh,GC-B act,GC-A act,DAX1 inh-1,SMARCA2 act,hcDAF12 agonist,hgDAF12 agonist,ADAM10 inh,ssDAF12 agonist,GAA850 FXN act,DAX1 inh-2
O=C(NCCc1ccccc1)C(c1ccncc1)N(C(=O)c1csnn1)C1CC1 (configuration not stated),-0.4,6.9,5.7,2.8,-2.3,-1.4,-0.2,-6.5,-0.3,-1.2,0.0
COc1ccc(CN(C)C(=O)c2cccc(NS(=O)(=O)c3ccccc3)c2)cc1F,-15.7,-3.8,-2.6,0.5,-1.1,-1.2,-0.6,1.5,-1.3,0.4,0.0
O=C(O)c1ccc2[nH]c3c(c2c1)CCCC3,0.7,-5.2,-0.1,0.5,2.0,-1.0,-0.3,-4.6,-1.0,2.1,-0.2
Cc1ccc(O)c(C(=O)c2cc(C#N)c(=O)n(-c3nccs3)c2)c1,-7.6,11.0,13.0,-0.8,3.2,3.7,1.3,-51.7,0.0,0.1,-0.1
Cc1ccc(C(=O)COC(=O)CCC(=O)Nc2cccc(Cl)c2)cc1[N+](=O)[O-],-7.2,8.0,0.4,0.6,0.6,-0.5,1.3,-1.4,-0.8,-0.9,-0.2
Cc1cccnc1C(NC(=O)C1CCN(Cc2ccc(Cl)cc2)CC1)c1ccccc1 (configuration not stated),-13.1,0.5,-1.8,x,-5.2,0.1,1.1,-6.8,-1.0,-0.1,-0.4
CN(Cc1ncc[nH]1)Cc1cn(-c2ccccc2)nc1-c1ccc2c(c1)OCO2,-4.5,0.1,-1.1,-0.7,-0.2,0.5,0.2,-0.5,-1.1,-0.3,0.0
CCCOc1ccc(C(=O)NCc2cccnc2)cc1,1.8,2.3,0.2,0.1,-0.2,-2.5,-1.8,-1.7,-1.3,0.4,0.0
O=C(Nc1ccc2c(c1)OCO2)C1Cc2c(-c3ccc4c(c3)OCO4)ccnc2O1 (configuration not stated),1.0,17.6,14.4,x,-0.4,-1.9,-1.1,-30.3,-2.5,-5.0,-4.1
COC(=O)c1nn(-c2ccc3c(c2)OCO3)cc1O,-0.4,-2.3,0.3,1.5,9.0*,2.8,5.2,-79.5,-0.9,-0.3,1.8

# Sorted by number of heavy atoms (high to low): 4 of the compounds above
SMILES,HGIII-sPLA2 inh,GC-B act,GC-A act,DAX1 inh-1,SMARCA2 act,hcDAF12 agonist,hgDAF12 agonist,ADAM10 inh,ssDAF12 agonist,GAA850 FXN act,DAX1 inh-2
O=C(Nc1ccc2c(c1)OCO2)C1Cc2c(-c3ccc4c(c3)OCO4)ccnc2O1 (configuration not stated),1.0,17.6,14.4,x,-0.4,-1.9,-1.1,-30.3,-2.5,-5.0,-4.1
O=C(NCCc1ccccc1)C(c1ccncc1)N(C(=O)c1csnn1)C1CC1 (configuration not stated),-0.4,6.9,5.7,2.8,-2.3,-1.4,-0.2,-6.5,-0.3,-1.2,0.0
CCCOc1ccc(C(=O)NCc2cccnc2)cc1,1.8,2.3,0.2,0.1,-0.2,-2.5,-1.8,-1.7,-1.3,0.4,0.0
O=C(O)c1ccc2[nH]c3c(c2c1)CCCC3,0.7,-5.2,-0.1,0.5,2.0,-1.0,-0.3,-4.6,-1.0,2.1,-0.2

# Going on with the list.
SMILES,HGIII-sPLA2 inh,GC-B act,GC-A act,DAX1 inh-1,SMARCA2 act,hcDAF12 agonist,hgDAF12 agonist,ADAM10 inh,ssDAF12 agonist,GAA850 FXN act,DAX1 inh-2
Cc1ccc(N(CC(=O)NCc2ccc(F)cc2)C(=O)CCC(=O)Nc2ccccn2)cc1C,1.6,-5.7,-1.6,0.0,0.4,-1.4,2.6,2.7,-1.1,-2.2,-0.2
CCCCn1c(CCn2nc(C)c(Br)c2C)n[nH]c1=S,12.8,-2.5,-4.3,-0.9,1.1,-0.8,2.2,7.6,-1.0,-2.9,0.6
Cc1cc(C(=O)N2CCN(CCc3ccccc3)CC2)no1,-2.1,0.8,-2.4,-0.9,-3.1,-0.6,0.2,0.2,-1.2,-0.8,-0.4
O=[N+]([O-])c1ccc(-c2nc(NCc3cccnc3)c3ccccc3n2)cc1,-0.9,-2.3,6.6,1.6,2.1,1.6,1.5,-1.8,-1.1,-1.1,0.7
CCOC(=O)N1CCN(C(=O)c2ccc3c(=O)n(-c4ccc(OC)cc4)c(=S)[nH]c3c2)CC1,2.6,-3.7,-4.4,-0.5,-4.0,-2.8,-0.9,-14.4,-1.2,0.2,1.0
CC1Cc2nc(SCC(=O)OCc3ccccc3)n(C)c(=O)c2S1 (configuration not stated),11.2,0.6,2.0,2.1,-0.1,-0.8,0.3,-10.2,-1.3,-0.8,-0.1
COc1ccc(S(=O)(=O)N(C)C)cc1NC(=O)CSc1nnc(-c2cccnc2)o1,5.2,3.5,-2.0,1.3,-2.6,-0.8,-0.1,-2.8,-0.6,0.1,-0.6
O=C(COC(=O)c1ccc2ncsc2c1)NC(=O)c1ccccc1,1.9,0.1,-3.1,1.6,-4.5,0.4,1.4,-4.9,-0.8,1.5,0.7
O=C(COC(=O)Cc1ccsc1)Nc1cccc(Cl)c1,-3.7,-1.5,1.0,0.1,-0.1,1.7,-0.1,-6.5,-1.1,0.7,0.0
O=C(Nc1cnn(Cc2ccc(F)cc2)c1)c1cc(-c2ccco2)on1,5.0,4.7,-2.1,-1.8,3.1,0.0,-1.2,-20.8,-1.5,0.6,-1.4
COc1ccccc1-c1ccc2nnc(SCC(=O)N3CCCC3)n2n1,2.9,-6.8,2.1,-0.3,-1.2,-0.2,-0.2,-87.0,-1.1,1.1,1.1
C=CCNC(=O)C(C#N)c1nc2ccccc2nc1N1CCCCCC1 (configuration not stated),-6.2,-0.2,5.2,-1.5,0.2,-0.9,-2.0,i,-1.6,3.5,-0.5
CC1(C)CC(=O)C=C(Nc2ccc(C(=O)O)c(O)c2)C1,-9.5,-2.4,2.8,1.2,-1.5,-0.2,2.1,-192.0,-1.2,1.4,-0.3
COCCNC(=O)C1CCCN(C(=O)c2cc(C)nn2C(C)(C)C)CC1 (configuration not stated),11.5,1.9,1.0,x,-2.8,-0.2,0.0,0.1,-1.0,1.5,-0.2
COc1ccccc1CN1CCSCC1,1.0,3.3,1.3,-0.7,9.8*,2.2,3.3,1.7,-0.7,1.6,0.0
Cc1cnc(C(=O)N(c2ccc(N3CCOCC3)cc2)C2C(=O)Nc3ccccc3N=C2c2ccc3c(c2)OCO3)cn1 (configuration not stated),-13.4,-7.5,0.1,x,1.6,5.0,4.6,6.7,-0.8,x,1.2
COc1cccc(NS(=O)(=O)c2ccc3c(c2)NC(=O)C(C)C(=O)N3)c1 (configuration not stated),0.2,-0.6,1.1,-0.6,0.9,-0.5,-1.8,-1.5,-0.3,-0.9,-1.1
C/C(=N\NC(=O)c1ccccc1)c1c(C)[nH]n(-c2ccccc2)c1=O,11.5,2.2,-1.2,4.8*,0.6,9.2*,6.7,3.1,-0.2,5.0,0.9
Cc1ccccc1NC(=O)Cc1cn(C)c2ccccc12,-12.8,-5.1,-1.6,-1.7,-3.9,-1.4,3.4,-1.1,-0.3,1.6,-0.1
Cc1ccc(NC(=O)C2C(c3ccccc3)C2(Cl)Cl)c(C)c1 (configuration not stated),-3.4,x,x,1.1,-0.3,-0.5,-3.2,11.6,-1.2,1.5,-0.8
C[C@H]1CN([C@@H](C)CO)C(=O)c2cccc(NC(=O)Nc3ccc(C(F)(F)F)cc3)c2O[C@@H]1CN(C)S(=O)(=O)c1ccccc1,-32.0,3.6,-1.3,-2.4,-5.0,-1.2,-1.3,40.0*,-0.6,-6.4,-2.8
Cc1cc(C)c(/C=C(\C#N)C(N)=S)c(C)c1,5.1,6.1,1.0,-1.0,0.5,2.5,-0.5,0.8,-1.2,0.9,0.0
O=C(C1CCC(CNS(=O)(=O)c2ccccc2)CC1)N1CCCCC1 (configuration not stated),-8.2,1.4,2.9,-1.2,-0.1,-0.8,1.6,-3.0,-0.8,0.7,-0.2
NS(=O)(=O)c1ccc(CCNC(=O)c2ccc(C(=O)c3ccccc3)cc2)cc1,-7.1,-0.3,4.4,1.0,3.0,-2.1,2.6,4.6,-1.1,4.3,-0.2
Cc1ccc(/C=c2\sc3nc(-c4ccccc4Br)nn3c2=O)o1,-5.9,1.1,-10.8,-0.8,-1.2,0.2,0.4,4.6,-1.0,1.0,-0.5
Cc1ccc(CN2C(=O)N/C(=C/c3cc(C)n(-c4ccccn4)c3C)C2=O)cc1,-3.5,-3.3,-4.5,0.1,-0.3,-1.0,2.4,-43.9,-1.5,1.2,-0.7
Cc1cc(OCC(=O)c2ccc(F)cc2)ccc1N1C(=O)CCC1=O,-0.2,-8.7,5.3,1.0,2.6,-1.4,-1.5,1.2,-1.1,0.5,-0.2
COc1cc(/C=C2\OC(=O)c3c(OC)cccc32)ccc1O,-0.5,11.1,12.5,2.8,7.1,1.3,5.7,-120.3,-0.6,6.8,3.3
O=[N+]([O-])c1ccc(C(=S)N2CCC(Cc3ccccc3)CC2)cc1,-1.5,-1.1,-3.2,-0.5,-3.8,-2.4,-1.1,-1.3,-1.8,1.1,-0.9
O=C(CC(=O)N/N=C/c1ccccc1)NCc1ccccc1,-10.8,-1.3,0.4,0.1,-1.3,-0.3,-0.7,2.6,-0.5,2.7,0.4
CCc1ccc2c(c1)/C(=N/OC)C(=O)N2,5.2,1.2,-1.2,0.3,0.4,-0.4,0.1,5.7,-1.4,1.2,-0.4
COc1ccc(C(=O)Nc2nnc(S(=O)(=O)N3CCOCC3)s2)cc1,-0.1,-3.3,4.9,0.3,-3.0,-0.9,0.9,-5.7,-0.5,-0.6,0.0
CC1=C2NC(N)=[N+](Cc3ccc4c(c3)OCO4)CC2n2c(=O)n(-c3ccccc3)c(=O)n2C1 (configuration not stated),9.9,2.2,-12.1,x,-0.5,-2.4,-0.3,-3.9,-1.5,x,0.0
O=C(CCc1nc2ccccc2c(=O)[nH]1)Nc1cc(C(F)(F)F)ccc1N1CCOCC1,3.5,-7.1,-5.0,0.0,-1.9,-1.0,-2.0,-6.8,-0.7,-0.8,0.7
N#CC1=C2N=C(N)c3ccccc3N2C2=C(C(=O)CCC2)C1c1ccc(F)cc1 (configuration not stated),3.8,-6.6,-7.8,1.6,-1.6,0.2,-1.6,-7.7,-1.4,-0.1,-0.5
O=C1CC(c2c[nH]c3ccccc23)C(=O)N1 (configuration not stated),-1.1,6.3,1.5,2.6,-2.9,0.6,4.2,7.9,-0.2,1.0,0.7
COc1ccc(CNC(=O)COC(=O)/C=C/c2cccs2)cc1,10.8,6.5,-2.5,-1.2,-2.9,1.6,-4.7,-5.5,-0.9,2.2,-0.3
Cc1cc(NC(=O)COC(=O)C2CCN(S(=O)(=O)c3ccccc3)CC2)c([N+](=O)[O-])cc1C,-0.6,-1.9,-0.6,-0.4,-1.2,3.4,3.5,19.0,-0.3,1.0,-0.2
O=C(CSc1n[nH]c(=O)n1C1CC1)N1N=C(c2ccc(Cl)cc2)CC1c1ccco1 (configuration not stated),-16.6,-9.4,-5.7,0.3,3.8,-3.4,-1.4,9.3,-1.9,2.9,0.0
O=C(Nc1cccc(Cl)c1)Nc1cc(S(=O)(=O)N2CCOCC2)ccc1N1CCCC1,8.5,3.6,6.8,0.1,1.1,-2.8,1.9,1.6,-0.7,0.9,-0.4
CCN=C(NCC)SC1CC(=O)N(c2ccc(OC)cc2)C1=O (configuration not stated),-0.6,4.7,3.0,-0.6,0.3,-1.8,0.6,-1.8,-0.7,2.5,-0.6
